# Screening results: PubChem BioAssay, several laboratories
# dFosB activator = activators of delta FosB homodimer, primary screen, biochemical, fluorescence polarization, TAMRA-CDK5 oligo, single point. actives 0.99% (n = 340,000). purified delta FosB; percent of positive-control signal above neutral wells. AID 493131, 2011. Protein FosB (Mus musculus), P13346. activation, % at 25 µM;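 active means mean activation above about 17%, with every replicate also reaching it, limit read from the data, passing the limit was not always enough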;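 further: fluorescence polarization rise as delta FosB binds a TAMRA Cdk5 AP-1 oligo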
# SR-BI uptake up = activators of SR-BI mediated DiI-HDL uptake, primary screen, ldlA[mSR-BI] CHO cells, DiI fluorescence. 3 h; 100 = double the neutral-control signal. AID 504775, 2011. actives 0.096% (n = 320,000). activation, % at 12.5 µM;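 active means mean replicate activation of at least 60% and every replicate at or above 60%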;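 further: 0% = median plate neutral-control signal and 100% = twice that signal; values of inactives mirror those of a sister screen read the other way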
#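 System: LDL receptor-deficient CHO ldlA cells overexpressing murine SR-BI | Timing: 3 h uptake period with compound, 37 °C | Medium: HEPES-buffered (25 mM, pH 7.4) F12 plus 0.5% BSA | Dosing: Single-point compound dose | Signal: Bottom-read fluorescence, 550/595 nm | Read-out: Retained DiI signal reflecting DiI-HDL uptake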
# CDK5 p35 inh = inhibitors of human CDK5/p35 kinase, primary screen, biochemical, single concentration | Cyclin-dependent kinase 5 (Homo sapiens) + Cyclin-dependent kinase 5 activator 1 (Homo … | Recombinant CDK5/p35, ADP-Glo luminescence, 60 min | inhibition, % at 10 µM | actives 0.01% (n = 330,000);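 active means highest replicate inhibition of at least 50% and at least 75% of replicates reaching 50%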;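 further: plate controls were DMSO neutral control for no effect and GW8510 at 10 µM for full effect; many of its hits are not listed in these tables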
# Target sequence (Q00535 whole entry, looked up): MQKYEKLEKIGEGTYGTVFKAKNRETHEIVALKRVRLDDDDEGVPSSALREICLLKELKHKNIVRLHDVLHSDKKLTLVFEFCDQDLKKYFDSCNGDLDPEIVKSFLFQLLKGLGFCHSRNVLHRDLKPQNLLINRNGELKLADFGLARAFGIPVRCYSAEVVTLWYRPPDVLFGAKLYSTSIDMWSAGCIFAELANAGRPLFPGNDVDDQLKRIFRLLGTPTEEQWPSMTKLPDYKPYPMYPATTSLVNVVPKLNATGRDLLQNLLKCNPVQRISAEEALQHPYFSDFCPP
# Target sequence (Q15078 whole entry, looked up): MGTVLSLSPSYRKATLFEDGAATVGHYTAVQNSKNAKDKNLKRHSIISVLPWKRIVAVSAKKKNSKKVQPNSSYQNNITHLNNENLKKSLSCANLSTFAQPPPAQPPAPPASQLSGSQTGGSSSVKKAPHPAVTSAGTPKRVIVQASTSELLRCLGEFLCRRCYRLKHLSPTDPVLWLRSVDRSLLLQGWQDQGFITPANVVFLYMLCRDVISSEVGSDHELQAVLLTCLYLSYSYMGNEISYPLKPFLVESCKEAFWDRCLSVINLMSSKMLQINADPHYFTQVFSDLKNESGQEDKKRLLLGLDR
# PvdQ inh = P. aeruginosa PvdQ acylase inhibitors, primary screen, biochemical, fluorescence, plate reader and imaging, single point; PvdQ acylase [Pseudomonas aeruginosa LESB58]; purified PvdQ acylase; actives 0.063% (n = 340,000); inhibition, % at 10 µM; in the data active means inhibition above about 30%, passing the limit was not always enough;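 further: 0% = vehicle neutral wells and 100% = reference inhibitor wells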
# MITF TRPM1 HTS = activators of MITF-driven TRPM1 promoter reporter, primary screen, cell-based, SK-MEL-5, luciferase, single point. SK-MEL-5 TRPM1-promoter luciferase, 24 h; % of positive control, neutral wells = 0. activation, % at 12.5 µM. actives 0.75% (n = 300,000). AID 588334, 2011;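 active means mean activation of at least 80% with every replicate also reaching 80%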;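 further: 0% = neutral control wells and 100% = parthenolide positive control wells; values of inactives mirror those of a sister screen read the other way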
# Rtt109 Vps75 = inhibitors of C. albicans Rtt109/Vps75 HAT, primary screen, biochemical, ThioGlo CoA-SH fluorescence, plate reader; Histone acetyltransferase RTT109 (Candida albicans (strain SC5314 / ATCC MYA-2876)), …; purified Rtt109/Vps75, 4 h; inhibition, % at 34.9 µM; actives 0.16% (n = 330,000);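 active means inhibition of at least 50% in every replicate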
# Target sequence (Q5AAJ8 whole entry, looked up): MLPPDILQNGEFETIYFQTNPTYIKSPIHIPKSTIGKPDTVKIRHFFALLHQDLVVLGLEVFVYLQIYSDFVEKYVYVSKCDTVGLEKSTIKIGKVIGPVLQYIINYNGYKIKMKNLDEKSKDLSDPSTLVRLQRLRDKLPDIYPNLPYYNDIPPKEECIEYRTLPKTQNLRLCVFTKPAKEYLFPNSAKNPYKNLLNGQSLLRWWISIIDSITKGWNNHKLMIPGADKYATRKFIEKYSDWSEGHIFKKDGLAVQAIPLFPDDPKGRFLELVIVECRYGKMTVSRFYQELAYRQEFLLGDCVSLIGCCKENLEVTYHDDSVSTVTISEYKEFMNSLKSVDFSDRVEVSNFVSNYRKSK
# cardiac RTF act = cardiac RTF calcium sensitivity activators, primary screen, biochemical, IANBD-TnC fluorescence, EC20 calcium | AID 493008, 2010 | Troponin I, cardiac muscle (Homo sapiens) + Troponin T, cardiac muscle (Homo sapiens) + … | IANBD-labeled TnC RTF fluorescence at EC20 calcium; 0% EC20 calcium, 100% full calcium | actives 0.24% (n = 340,000) | activation, % at 7.2 µM;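 active means activation above the mean over all tested compounds plus 3 SD, cut at about 30% in these data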;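 further: rise in fluorescence read as greater calcium sensitivity of cardiac thin filaments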
# HTR5A ag ctr = HTR5A agonists in luminescence cell assay, primary screen, counter-screen for OPRM1-OPRD1 heterodimer agonist project, full-deck HTS. actives 0.61% (n = 340,000). 5-hydroxytryptamine receptor 5A (Homo sapiens), P47898. cell-based. activation, % at 9.3 µM; in the data active means activation mostly above about 9.5%, no sharp cut-off; inactive means mostly below about 7.6%;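 further: 0% = cells with vehicle only and 100% = reference agonist; strong numbers were not always called active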
# Wnt act = Wnt/beta-catenin pathway activators, primary screen, cell-based, plate reader, single point | AID 743398, 2014 | Wnt/beta-catenin reporter cell assay, activator | actives 1.2% (n = 300,000) | activation, % at 9.35 µM; in the data active means activation above about 30%, passing the limit was not always enough;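 further: 0% = neutral control wells and 100% = positive control wells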
# SR-BI HDL uptake = inhibitors of SR-BI mediated HDL lipid uptake, primary screen, ldlA[mSR-BI] cells, fluorescence, single point; ldlA[mSR-BI] CHO cells, DiI-HDL uptake fluorescence, 3 h; inhibition, % at 12.5 µM; actives 0.96% (n = 320,000); AID 488896, 2010;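 active means mean replicate inhibition of at least 70% and a set share of replicates each scoring 70 or more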;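 further: 0% = median of neutral control wells and 100% = median of positive control wells; values of inactives mirror those of a sister screen read the other way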
# * marks the source's active call; other numbers are inactive results; . = no result given.
# The line under a structure holds: dFosB activator	SR-BI uptake up	CDK5 p35 inh	PvdQ inh	MITF TRPM1 HTS	Rtt109 Vps75	cardiac RTF act	HTR5A ag ctr	Wnt act	SR-BI HDL uptake
> CCOCC(=O)N1CCN(c2ccc([N+](=O)[O-])cc2)CC1
  -9	1	1.4	11	-2	.	-3	5	.	-1
> Cc1ccc(-n2ncc3c2CC(C)(C)CC3NC(=O)CCc2cnn(C)c2)cc1 (stereo not given)
  -11	.	0.0	-4	-9	0	-2	2	1	22
> O=C(CSc1nnc(-c2ccccc2Br)o1)Nc1cccc2ccccc12
  -2	31	0.1	-12	6	-2	-7	1	7	-31
> CC(Oc1ccc(-c2ccccc2)cc1)C(=O)N/N=C/c1cccnc1 (stereo not given)
  -6	6	1.8	-7	0	5	-3	2	-1	-6
> COC(=O)c1ccccc1NC(=O)C(=O)NCc1ccncc1
  -9	1	1.8	4	18	4	2	2	0	-1
> Cn1c(=O)c2c(nc(CN3CCOCC3)n2CCc2ccccc2)n(C)c1=O
  5	-20	0.4	-11	1	0	2	6	-5	20
> CC(C)NC(=O)C1=NN(c2ccccc2)C(=O)CC1
  -14	19	1.1	-14	-2	-3	1	2	1	-19
> COc1cc(/C=N/NC(=O)c2c(C)nc3ccc(Cl)cn23)cc(OC)c1OC
  -15	-13	-0.8	-10	.	-1	-1	7	0	13
> COC(=O)c1ccccc1NC(=O)Cn1c(=O)oc2ccc(Cl)cc21
  -1	-8	-0.7	4	.	2	-1	-2	-7	8
> O=C(NCCCO)C(=O)Nc1ccc2c(c1)N(S(=O)(=O)c1cccs1)CCC2
  -2	-6	-0.7	-6	-20	-1	-1	1	2	6
> COc1c(C)cc(Br)cc1C(=O)Nc1ccccc1N1CCN(C(=O)c2ccccc2)CC1
  -11	-43	1.0	-2	5	-7	0	5	-4	43
> CC(OC(=O)c1ccccn1)C(=O)Nc1ccc2c(c1)OCCO2 (stereo not given)
  -14	1	-1.7	-8	9	0	-1	-1	2	-1
> CN(CC(=O)Nc1ccccc1Cl)C(=O)CCSc1ccc(F)cc1
  -6	11	0.0	-13	-7	-9	-5	0	-4	-11
> CC(C)N(C)NC(=S)Nc1ccccc1
  -1	0	0.8	3	-4	0	1	5	.	0
> O=C(CN1C(=O)C2CC=CCC2C1=O)Nc1nc2ccc(F)cc2s1 (stereo not given)
  -4	11	11	18	-7	-6	0	1	-1	-11
> COc1ccc(/C=N/NC(=O)CNC(=O)COc2ccccc2)cc1
  -3	8	1.5	5	-2	-1	2	2	-1	-8
> Cc1cccn2c(=O)nc(SCC(=O)N3CCCCCC3)nc12
  1	18	-0.9	-9	2	-7	5	-3	3	-18
> COc1cc(C2SCC(=O)N2CCN2CCCCC2)ccc1O (stereo not given)
  1	13	0.5	-11	3	-2	-6	-3	0	-13
> COc1c2ccccc2c(OC)c2ccccc12
  0	-14	-1.6	-1	12	6	-3	5	-1	14
> O=C(NCCN1CCCCC1)c1cc(COc2c(F)cccc2F)on1
  -6	-1	-0.3	1	-3	8	-4	-1	-1	1

# The line under a structure holds: dFosB activator	SR-BI uptake up	CDK5 p35 inh	PvdQ inh	MITF TRPM1 HTS	Rtt109 Vps75	cardiac RTF act	HTR5A ag ctr	Wnt act	SR-BI HDL uptake
> CCn1nc(C)c(NC(=O)/C=C/c2cnn(C)c2)c1C
  0	-2	-1.7	-16	9	-4	-10	1	-4	2
> Cc1c(NC(=O)COC(=O)Cc2ccc(Br)cc2)c(=O)n(-c2ccccc2)n1C
  -8	6	-1.4	2	-5	3	-4	-7	-3	-6
> COC(=O)Cn1cnc2ccccc2c1=O
  6	11	1.1	-21	4	-5	5	-11	.	-11
> O=C(NCCCNC(=O)c1ccccc1Br)c1ccccc1Br
  2	6	1.0	-15	-2	-1	9	0	-2	-6
> Cn1c(=O)c2[nH]c(CCCCCCCCc3nc4ccccc4[nH]3)nc2n(C)c1=O
  -8	-3	2.2	-15	4	3	0	-2	-7	3
> Cc1cccn2cc(-c3c[nH]c4ccccc34)nc12
  2	-24	-0.9	-16	13	2	-1	4	13	24
> Cc1c(CCC(=O)N2CCC[C@H]2C(=O)O)c(=O)oc2c(C)c3oc4c(c3cc12)CCCC4
  6	-1	2.2	6	-1	3	2	7	-1	1
> O=C(COC(=O)/C=C/c1ccc(F)cc1)NCc1ccco1
  -5	.	2.4	-9	6	-14	-3	3	-2	.
> O=c1[nH]ncc2c3ccccc3n(Cc3ccc(F)cc3)c12
  -32	-23	-1.7	-14	-7	0	-2	-3	.	23
> CC(=O)C1=C(O)C(=O)N(Cc2ccco2)C1c1ccc2c(c1)OCO2 (stereo not given)
  9	-5	0.1	-12	-3	.	0	9	.	5
> CCNc1c(NC(=O)c2cccs2)c(=O)oc2ccccc12
  -5	13	-0.4	7	-7	5	-7	1	0	-13
> OCCC1CN(Cc2cccc(-c3ccco3)c2)CCN1Cc1ccsc1 (stereo not given)
  2	-15	-0.9	1	0	.	-3	-7	-6	15
> Cc1ccc(OCCOC(=O)Nc2ccccc2)cc1
  -1	26	-0.6	-2	6	19	0	2	5	-26
> N#Cc1c(C(F)(F)F)cc(=O)[nH]c1SCC(=O)O
  -11	.	-0.7	-8	-3	-9	2	-3	0	.
> CC(C)(C)N1C(=O)c2ccc(C(=O)O)cc2C1=O
  -5	23	0.2	8	0	-2	-3	-10	.	-23
> O=C(N/N=C/c1ccccc1Br)C1CC1
  1	0	0.6	-1	-10	-4	1	-4	-1	0
> O=C(CSc1n[nH]c(=O)[nH]c1=O)N/N=C/c1ccccc1O
  6	-11	-1.3	3	4	-2	2	4	-1	11
> O=C(COc1ccc(-c2ccccc2)cc1)NNC(=O)Nc1ccc(F)cc1F
  -4	9	0.7	-19	8	-19	0	2	-1	-9
> Cc1cc(C)c2nc(N3CCC(C(=O)NCCN4CCOCC4)CC3)sc2c1
  -2	-12	-5.4	-8	-6	-8	1	-3	2	12
> O=C(NCCCn1ccnc1)Nc1ccc(Cl)cc1
  3	-8	-0.3	-12	10	4	-3	1	.	8

# The line under a structure holds: dFosB activator	SR-BI uptake up	CDK5 p35 inh	PvdQ inh	MITF TRPM1 HTS	Rtt109 Vps75	cardiac RTF act	HTR5A ag ctr	Wnt act	SR-BI HDL uptake
> CC1(c2ccccc2)NC(=O)N(NC(=O)COC(=O)c2cc(Br)ccc2O)C1=O (stereo not given)
  -6	9	-0.4	-8	7	10	3	-2	-2	-9
> COc1ccc(OC)c(/C=N/NC(=O)c2ccc(Cn3cc([N+](=O)[O-])cn3)o2)c1
  -5	-29	-0.6	-7	-13	1	-5	8	-1	29
> COc1ccc(NC(=O)C2CC(=O)N(c3ccccc3C)C2)c(OC)c1 (stereo not given)
  -2	.	-1.4	5	.	4	-1	-3	0	.
> CSc1ccc(/C=N/N(C)S(=O)(=O)c2ccc(C)cc2)cc1
  -9	-5	3.5	7	-8	-6	-2	1	0	5
> Cc1ccc(S(=O)(=O)NNC(=O)c2snnc2C)cc1
  6	-4	-0.9	-13	9	0	4	0	0	4
> COc1cccc(C(=O)C2CCCN(C(=O)CCc3scnc3C)C2)c1 (stereo not given)
  1	20	-0.1	-5	8	-19	2	4	5	-20
> CCOC(=O)c1c(C)[nH]c(C)c1C(=O)COC(=O)/C=C/c1ccc(OC)cc1
  -11	-32	-1.2	-7	-14	-4	-15	1	-9	32
> CCN(CC)C(=O)c1ccc(C(=O)Nc2ccc(F)cc2)cc1
  -2	-41	0.0	-7	62	6	-1	-3	4	41
> Cc1ccc2nc(SCC(=O)c3ccc(Cl)cc3)nc(=O)n2c1
  -1	0	0.8	-17	20	1	-5	-4	1	0
> CCN1CCN(C(=O)c2cc3c(=O)n(C)c4ccccc4c3n2C)CC1
  -11	11	0.1	23	-3	27	-3	3	4	-11
> CC(C)COC(=O)Nc1nnc(SCc2ccccc2F)s1
  4	14	0.9	-2	14	-8	-4	2	.	-14
> CCN(c1ccc(OC)cc1)S(=O)(=O)N1CCCC(C(=O)NCc2ccccc2Br)C1 (stereo not given)
  -2	-17	-2.7	-12	-3	15	-1	-2	-2	17
> CCc1ccc(NC(=O)c2sc3nc4n(c(=O)c3c2C)CCC4)cc1
  -4	11	-3.0	4	33	11	-1	-2	10	-11
> O=C(COC(=O)c1ccco1)Nc1ccc2[nH]c(=O)[nH]c2c1
  8	5	1.4	0	-5	5	-6	3	5	-5
> CCOC(=O)C1CCN(CC(=O)N2C(C)CCCC2C)CC1 (stereo not given)
  2	8	-0.3	-15	-3	-14	-4	-2	.	-8
> CCOC(=O)C1=C(Cc2ccc(F)cc2)C(=O)c2ccccc2C1=O
  -4	-37	0.5	0	-32	2	-5	5	.	37
> CN(C)C(=O)CSc1nnc(-c2ccc(F)cc2)c2ccccc12
  -13	.	-1.4	5	-3	29	-3	1	-4	.
> Cc1cc(C(=O)CSc2nc(N)cc(=O)[nH]2)c(C)n1CCc1ccc(Cl)cc1
  -2	-84	-0.9	-18	-16	4	8	-2	.	84*
> Cc1ccccc1C(=O)NCC(=O)OCCCOC(=O)CNC(=O)c1ccccc1C
  -5	8	-1.7	-3	-7	3	4	-3	-1	-8
> Cc1ccc(C)c(N2CCN(S(=O)(=O)c3c(C)noc3C)CC2)c1
  2	-55	.	-9	-2	5	-7	2	-2	55

# The line under a structure holds: dFosB activator	SR-BI uptake up	CDK5 p35 inh	PvdQ inh	MITF TRPM1 HTS	Rtt109 Vps75	cardiac RTF act	HTR5A ag ctr	Wnt act	SR-BI HDL uptake
> CCc1ccc(OCC(=O)NCc2ccco2)c(Br)c1
  -7	12	-0.3	-1	60	.	7	3	14	-12
> Cc1cc(NS(C)(=O)=O)c(=O)n(Cc2cccc(F)c2)c1
  0	5	-1.6	-10	8	5	19	3	-1	-5
> CNC(=O)N(O)C1N(/N=C/c2ccc(SC)cc2)C(=S)SC1(C)C (stereo not given)
  -5	16	0.8	3	4	8	-7	-1	0	-16
> COc1ccc(-c2cc(C(=O)O)sc2C)cc1
  0	20	0.3	-4	3	-4	-2	-1	1	-20
> O=C(Nc1nccc(-c2cccs2)n1)c1cccs1
  -6	9	1.3	-11	20	1	-2	-1	.	-9
> CC1CC(C)(C)NC(C)c2ccccc21 (stereo not given)
  6	25	-0.8	1	0	-5	-5	0	0	-25

# Individual results from the results shown.
# HTR5A ag ctr result of CCc1ccc(OCC(=O)NCc2ccco2)c(Br)c1 → 3
# CDK5 p35 inh result of O=C(Nc1nccc(-c2cccs2)n1)c1cccs1 → 1.3
